Assay outcomes deposited in PubChem BioAssay by several laboratories.
NF-kB neuron act: NF-kB expression increase, human neuronal cells; AID 1239; NF-kB reporter expression; stronger effect = higher value; 190,000 tested, 1.6% active; fold change at 12.5 µM; in the data active = fold change above about 3.3
APP 5'UTR act: APP 5'UTR luciferase reporter activation | 190,000 tested, 1% active | activation, % at 2 µM | SH-SY5Y APP 5'UTR luciferase reporter, luminescence; zero percent = DMSO vehicle wells;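 active = activation above a set limit, based on mean plus 3 SD of controls, cut at about 140% in these data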; note: values of inactives mirror those of a sister screen read the other way
APP transl inh: APP translation inhibition | SH-SY5Y APP 5'UTR-luciferase reporter, luminescence | inhibition, % at 2 µM | 190,000 tested, 0.82% active;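 active = inhibition above a set limit, derived from the sample mean plus 3 SD, cut at about 45% in these data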; note: values of inactives mirror those of a sister screen read the other way
Hsp70 activator: switches on Hsp70 transcription; activation, % at 10 µM; AID 1203; 200,000 tested, 0.04% active; HeLa Hsp70 promoter luciferase reporter, luminescence; scaled: vehicle 0, proteasome-inhibitor control 100%;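 active = activation above the mean across all tested compounds plus 3 SD, cutoff set per campaign, cut at about 5.5% in these data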;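 note: 100% = MG132 at 30 µM as the positive control and 0% = DMSO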
FLuc inhib CS: counter-screen for luciferase assay inhibitors: firefly luciferase inhibition. P08659. ATPLite firefly luciferase biochemical luminescence, 10 min. inhibition, % at 10 µM. 200,000 tested, 1.5% active;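 active = inhibition above about 50% when tested at 10 µM, limit read from the data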
Target sequence (P08659 whole entry, looked up): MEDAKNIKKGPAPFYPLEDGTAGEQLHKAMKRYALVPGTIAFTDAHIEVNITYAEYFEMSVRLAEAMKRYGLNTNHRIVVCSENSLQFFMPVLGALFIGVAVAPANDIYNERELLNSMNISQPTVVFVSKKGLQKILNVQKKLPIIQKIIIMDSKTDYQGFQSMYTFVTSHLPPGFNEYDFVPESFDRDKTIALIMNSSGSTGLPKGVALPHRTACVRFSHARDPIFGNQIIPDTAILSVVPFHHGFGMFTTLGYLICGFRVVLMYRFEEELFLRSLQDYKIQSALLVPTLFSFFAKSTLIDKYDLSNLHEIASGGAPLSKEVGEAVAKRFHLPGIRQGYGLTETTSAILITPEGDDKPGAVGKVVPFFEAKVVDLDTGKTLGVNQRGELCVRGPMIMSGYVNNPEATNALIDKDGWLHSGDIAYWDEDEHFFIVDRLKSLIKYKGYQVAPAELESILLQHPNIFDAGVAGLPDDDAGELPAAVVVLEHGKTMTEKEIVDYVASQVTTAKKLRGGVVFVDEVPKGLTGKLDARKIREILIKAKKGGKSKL
STAT1 blocker: reduces IFN-gamma driven STAT1 reporter signal | NIH 3T3 STAT1-luciferase reporter, luminescence | inhibition, % at 5.5 µM | 200,000 tested, 0.35% active | AID 920;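 active = inhibition above a set limit, the mean inhibition across all tested compounds plus 3 SD, cut at about 34% in these data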;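 note: 0% = IFN-gamma with DMSO and 100% = IFN-gamma with 300 µM nifuroxazide; values of inactives mirror those of a sister screen read the other way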
STAT3 inh: STAT3 signaling inhibition; U3A cells, IL-6 STAT3-luciferase reporter, luminescence; host cell line lacks STAT1; inhibition, % at 5.5 µM; 190,000 tested, 0.89% active;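 active = inhibition above the mean inhibition across all screened compounds plus 3 SD, cut at about 44% in these data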;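 note: 0% = DMSO only wells and 100% = 100 µM nifuroxazide control wells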
STAT1 activator: activators of IFN-gamma induced STAT1 signaling | 200,000 tested, 2.6% active | NIH 3T3 STAT1-luciferase reporter, luminescence; 100% = IFN-gamma alone, no compound | AID 932 | activation (% of control), % at 5.5 µM;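 active = activation above the screen-wide mean activation plus 3 SD, cut at about 130% in these data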;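 note: raw ratio to IFN-gamma control signal so 100% means no change and 0% no light; values of inactives mirror those of a sister screen read the other way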
STAT3 activator: activators of IL-6 induced STAT3 signaling; U3A cells, IL-6 STAT3-luciferase reporter, luminescence; 100% = signal with IL-6 EC80 alone; activation (% of control), % at 5.6 µM; 190,000 tested, 0.91% active;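 active = activation above the screen-wide mean of compound activation plus 3 SD, cut at about 130% in these data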;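 note: 0% = background luminescence of wells with medium and substrate only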
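Test system: Human STAT1-deficient U3A cells with stable STAT3-luciferase reporter | Also added: Interleukin-6, 33 ng/mL | Timing: Compound pre-incubation 1 h before IL-6, then 6 h stimulation at 37 °C | Technique: Luciferase reporter luminescence | Read-out: Percent of IL-6-only median luminescence | Benchmarks: IL-6-only wells as 100% reference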
RAM network inh: blocks the yeast RAM network; S. cerevisiae dse1pr::URA3 reporter, 5-FOA growth OD615, 2 d; analog-sensitive cbk1-as2 kinase mutant strain; inhibition, % at 50 µM; 190,000 tested, 1.8% active; AID 868;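 active = inhibition above a set limit, 3 SD over mean compound inhibition, cut at about 8.4% in these data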;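 note: 0% = DMSO-only wells with no growth and 100% = 10 µM 1-NA-PP1 full growth; inhibition rescues growth on 5-FOA so higher OD means more RAM inhibition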
An asterisk follows results filed as active.

SMILES | NF-kB neuron act | APP 5'UTR act | APP transl inh | Hsp70 activator | FLuc inhib CS | STAT1 blocker | STAT3 inh | STAT1 activator | STAT3 activator | RAM network inh
CCOC(=O)c1cc(OC(=O)c2cccc([N+](=O)[O-])c2)n(-c2ccccc2)n1 | 1.1 | 2 | -2 | -0.1 | -3 | -2 | 8 | 102 | 98 | 1.1
Cc1ccc(N(C(C)C(=O)Nc2ccccc2C(=O)N2CCOCC2)S(C)(=O)=O)cc1C (stereo not drawn) | 1.3 | 4 | -4 | 0.1 | -2 | 5 | 11 | 92 | 94 | 1.9
Cc1cccc(S(=O)(=O)Nc2ccc(-c3nc4ccc(C)cc4s3)cc2)c1 | 2.1 | 163* | -163 | 0.1 | 20 | -54 | 8 | 147* | 96 | 1.6
COC(=O)c1ccc(N2NC(=O)/C(=C/c3ccc(-c4ccc(Cl)c(C(=O)O)c4)o3)C2=O)cc1 | 1.1 | 4 | -4 | -0.1 | 16 | -7 | 0 | 106 | 103 | 0.0
Cc1ccc(O)c(-c2cc3ccccc3[nH]2)c1 | 1.8 | 24 | -24 | -0.2 | 0 | -1 | 8 | 101 | 97 | 0.3
COc1ccc(/C=N/N2CCOCC2)cc1COc1ccc(F)cc1 | 1.1 | 5 | -5 | -0.2 | 3 | -19 | 3 | 116 | 103 | -1.2
Nc1nc(Sc2ccc(C(F)(F)F)cc2[N+](=O)[O-])n[nH]1 | 1.2 | 6 | -6 | 0.1 | -3 | 0 | 4 | 100 | 101 | 2.2
CC[C@H](C)[C@H](NC(N)=O)C(=O)NCCc1ccc(Cl)cc1 | 1.4 | -26 | 26 | 0.0 | -3 | 3 | 4 | 98 | 101 | -0.5
N#Cc1cccc(CSc2nnc(CCCO)n2-c2ccccc2)c1 | 1.1 | -3 | 3 | -0.2 | -12 | 2 | 5 | 98 | 98 | 1.3
COCC(C)NCc1cccc(C)c1 (stereo not drawn) | 1.5 | -5 | 5 | 0.3 | -6 | -3 | 5 | 102 | 99 | -0.5
NC(=O)c1ccccc1NC(=S)NC(=O)CCc1ccccc1 | 1.9 | -71 | 71* | -0.6 | 0 | -6 | -2 | 105 | 102 | 1.1
Cc1ccccc1-c1nc(CN2CCCC2c2ccc(F)cc2)c(C)o1 (stereo not drawn) | 1.1 | -4 | 4 | -0.1 | -7 | -5 | -1 | 105 | 101 | 4.9
CC(C)(C)n1nnnc1C(c1cc2cc3c(cc2[nH]c1=O)OCCO3)N1CCSCC1 (stereo not drawn) | 1.1 | 10 | -10 | 0.1 | -7 | 5 | -1 | 95 | 103 | 0.1
C[C@@H](Nc1nc(-c2ccccc2)nc2c1oc1ccccc12)C(=O)O | 1.1 | -5 | 5 | -0.1 | -3 | 10 | -30 | 91 | 128 | -0.8
Cn1c(N)c(C(=O)COC(=O)c2nc(Cl)ccc2Cl)c(=O)n(C)c1=O | 0.95 | -10 | 10 | -0.2 | -7 | -5 | -1 | 103 | 106 | 2.8
FC(F)(F)c1nnc2sc(-c3ccco3)nn12 | 1.1 | -2 | 2 | -0.3 | 0 | 1 | -3 | 99 | 106 | 1.0
CCCN1/C(=C(/C#N)C2=NS(=O)(=O)c3ccccc32)N(C)c2ccccc21 | 1 | 8 | -8 | 0.2 | -7 | 3 | 8 | 98 | 97 | 0.1
C=CCn1c(SCC(=O)Nc2ccc3c(c2)OCO3)nnc1-c1ccccc1 | 1.6 | 4 | -4 | -0.5 | -3 | 8 | 11 | 93 | 94 | 6.3
O=C(Nc1cc(C(F)(F)F)ccc1N1CCCC1)c1ccc2c(c1)OCO2 | 1.1 | 15 | -15 | -0.4 | -5 | 2 | 13 | 98 | 92 | 0.9
CCOC(=O)c1cc(C)n(Cc2ccccc2)c1C | 1.3 | 1 | -1 | -0.1 | 2 | 3 | 2 | 97 | 101 | 1.2
Cc1sc2nc(N3CCOCC3)[nH]c(=O)c2c1-c1ccccc1 | 1 | -5 | 5 | -0.3 | -7 | 0 | -3 | 102 | 101 | 0.3
Cc1ccc(S(=O)(=O)N(C)C)cc1NC(=S)NNC(=O)C(N)=O | 1.2 | -8 | 8 | -0.2 | -9 | 7 | 2 | 93 | 101 | 2.0
COC(=O)c1sc(N2C(=O)C(=O)/C(=C(/O)c3ccccc3)C2c2ccco2)nc1C (stereo not drawn) | 0.95 | -9 | 9 | -0.6 | -4 | 0 | 6 | 100 | 98 | 1.6
CC(=O)c1ccc(NC(=O)c2ccc(COc3ccccc3[N+](=O)[O-])o2)cc1 | 0.98 | 0 | 0 | 0.0 | 1 | 1 | 0 | 99 | 98 | 2.4
O=C(/C=C\c1ccccc1[N+](=O)[O-])Nc1ccccc1 | 1.4 | 73 | -73 | -0.2 | 12 | -42 | 7 | 135* | 99 | 3.8
Cc1ccc(S(=O)(=O)N2CCOCC2)cc1NC(=O)Cn1ccsc1=N | 1.4 | 15 | -15 | 0.1 | -5 | 6 | 9 | 95 | 91 | 0.1
O=C(CN1CCN(c2ccccc2F)CC1)Nc1ccccc1F | 1.1 | 9 | -8 | 0.0 | -2 | 0 | -5 | 100 | 106 | 1.2
COc1cc(OC)cc(-c2nnc(Sc3ccc(C=O)cc3[N+](=O)[O-])o2)c1 | 1.2 | 6 | -6 | 0.0 | -5 | -1 | 17 | 101 | 95 | 6.2
Cc1ccccc1Nc1nc2ccccc2s1 | 5.6* | 89 | -89 | 0.1 | 28 | -47 | -12 | 143* | 106 | 0.2
COC(=O)c1cc(OC)c(OC)cc1NC(=O)CSc1ccc(C)cc1 | 1.2 | 10 | -10 | -0.3 | -2 | 6 | 3 | 94 | 107 | 5.7
Cc1c(C)n(CC(O)CNCCO)c2ccccc12 (stereo not drawn) | 1.1 | 9 | -9 | -0.2 | -2 | -4 | -2 | 104 | 102 | 2.4
O=C1c2ccccc2C2NC(=O)C3(CCCCC3)N12 (stereo not drawn) | 1 | 0 | 0 | -0.2 | -6 | 7 | 12 | 94 | 96 | 1.5
C=CCSC1=C(C#N)C(c2ccc(OCC)cc2)CC(=O)N1 (stereo not drawn) | 1.1 | 0 | 0 | 0.3 | -8 | 0 | 11 | 100 | 98 | -0.9
Cc1cc(F)c(F)c(C(=O)N2C(C)CCCC2C)c1Cl (stereo not drawn) | 0.94 | 13 | -13 | 3.9 | -8 | 5 | 5 | 95 | 102 | -0.1
COc1ccccc1NC(=O)C(=O)N1CCCC1 | 1.3 | 17 | -17 | 0.2 | 7 | -13 | 16 | 112 | 88 | 0.9
CC(=O)c1ccc(NC(=O)C2CCCN(S(=O)(=O)c3c(C)[nH]c(=O)[nH]c3=O)C2)cc1 (stereo not drawn) | 1.4 | 3 | -4 | -0.3 | -3 | 5 | 6 | 93 | 97 | 1.0
O=C(CCCc1ccccc1)N1CCN(c2ccc([N+](=O)[O-])cc2)CC1 | 1.1 | 6 | -6 | 0.0 | -2 | 4 | 24 | 97 | 88 | 1.1
CC(=O)OCC(=O)NCC(=O)c1c[nH]c2ccccc12 | 1.2 | 7 | -7 | -0.5 | -6 | 6 | -19 | 94 | 113 | 1.6
Cc1cc(OCCCN2CCN(Cc3ccccc3)CC2)ccc1[N+](=O)[O-] | 0.93 | 19 | -19 | -0.2 | -8 | 13 | 15 | 87 | 92 | 1.7
Nn1c(SCC(=O)NC(=O)Nc2ccc3c(c2)OCCO3)nnc1C1CC1 | 2.1 | 14 | -14 | 0.0 | 31 | -10 | -6 | 109 | 112 | 1.5

Pulled by structure from above, 2 records:
SMILES | NF-kB neuron act | APP 5'UTR act | APP transl inh | Hsp70 activator | FLuc inhib CS | STAT1 blocker | STAT3 inh | STAT1 activator | STAT3 activator | RAM network inh
Cc1cc(OCCCN2CCN(Cc3ccccc3)CC2)ccc1[N+](=O)[O-] | 0.93 | 19 | -19 | -0.2 | -8 | 13 | 15 | 87 | 92 | 1.7
Cc1sc2nc(N3CCOCC3)[nH]c(=O)c2c1-c1ccccc1 | 1 | -5 | 5 | -0.3 | -7 | 0 | -3 | 102 | 101 | 0.3

Following part
SMILES | NF-kB neuron act | APP 5'UTR act | APP transl inh | Hsp70 activator | FLuc inhib CS | STAT1 blocker | STAT3 inh | STAT1 activator | STAT3 activator | RAM network inh
O=C(c1cccc(Cl)c1)N1CCCC(c2ccc(Cl)cc2)=N1 | 1.2 | 8 | -8 | 0.0 | 1 | -2 | 14 | 104 | 96 | 17*
COc1ccc(C(=O)c2c[nH]cc2-c2ccccc2)cc1 | 1.1 | 19 | -19 | -0.2 | 0 | 6 | 2 | 94 | 103 | 4.3
CCOC(=O)C1CCCN(CCC(=O)Nc2cccc(F)c2)C1 (stereo not drawn) | 1.1 | 5 | -5 | -0.2 | -4 | 0 | 0 | 100 | 108 | 0.3
CCOc1cc(N2CCOCC2)c(OCC)cc1NC(=O)COC(=O)c1ccccc1C | 0.9 | -20 | 20 | -0.2 | -4 | 1 | -7 | 99 | 104 | 1.4
COc1ccc(S(=O)(=O)N2CCN(C(=O)c3cc(C)oc3C)CC2)cc1 | 1.1 | 1 | -1 | -0.5 | -9 | 10 | -2 | 91 | 105 | 1.0
Cc1ccc(NN2C(=O)C=C(c3ccc(Cl)cc3)C2=O)cc1 | 1.1 | -6 | 6 | -0.3 | 0 | 0 | -1 | 100 | 107 | 1.4
CCOc1ccccc1OCCCCOc1ccccc1F | 1.2 | -4 | 4 | 0.0 | 4 | 6 | 11 | 95 | 90 | 1.7
CC(C)C(c1nnnn1C1CCCCC1)N1CCCc2ccccc21 (stereo not drawn) | 1.1 | 5 | -5 | -0.6 | -11 | 1 | 2 | 107 | 101 | 0.0
Cn1cnc(S(=O)(=O)NCc2ccccc2)c1 | 1.2 | 14 | -14 | -0.5 | -8 | -2 | 3 | 102 | 101 | 4.0
COc1ccc(Cl)cc1-c1nc(SCC(=O)N(C)C)n[nH]1 | 0.97 | 12 | -12 | 0.3 | -3 | 3 | 8 | 96 | 97 | 2.0
CCOC(=O)c1cc2c(=O)n3ccccc3nc2n(CCCOC)c1=NC(=O)c1ccncc1 | 0.48 | -3 | 4 | -0.1 | -4 | -6 | 1 | 104 | 101 | 1.3
CCC(C(=O)NCc1ccco1)N(C(=O)CNS(=O)(=O)c1ccccc1)c1ccccc1C (stereo not drawn) | 1.4 | -14 | 14 | -0.4 | -5 | 5 | -1 | 96 | 103 | 0.8
COc1ccccc1N1CCN(C(=O)CSc2ccc3c(C)cc(C)nc3n2)CC1 | 0.7 | 10 | -10 | -0.1 | -6 | -14 | 4 | 112 | 96 | 3.1
Cc1ccc(N(C(C)C(=O)Nc2c(C)n(C)n(-c3ccccc3)c2=O)S(C)(=O)=O)cc1C (stereo not drawn) | 1.3 | -5 | 5 | -0.2 | -8 | 3 | 16 | 96 | 95 | -0.2
CCc1ccc(N/C(SC)=C(/C#N)C(N)=O)cc1 | 1.2 | -9 | 9 | 0.0 | -2 | -9 | 11 | 108 | 93 | 1.3
Cc1cc(C)c(NC(=O)CSc2nc3[nH]ncc3c(=O)[nH]2)c(C)c1 | 1.1 | -4 | 4 | -0.3 | -8 | 7 | -3 | 93 | 102 | 4.3
COc1ccc(C2N=C(N)N=C(N)N2c2ccccc2OC)cc1OC (stereo not drawn) | 1.4 | -1 | 1 | -0.2 | -4 | 8 | -9 | 93 | 110 | 0.8
